SIAE inh: human SIAE inhibitors, primary screen, biochemical, fluorescence polarization, FP-Rh probe, 1536-well HTS; SIAE FP-Rh probe binding; inhibition, % at 9.66 µM; 0.69% of 370,000 active;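 active means inhibition above a cutoff: mean of compounds within the control limits plus 3 SD of those, cut at about 17% in these data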;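 further: 0% = plate median of compound wells and 100% = probe without SIAE protein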
rCAG binder: binders of r(CAG) RNA repeats, primary screen, biochemical, fluorescence; r(CAG) RNA repeat, TO-PRO-1 dye displacement fluorescence; inhibition, % at 3 µM; 1.3% of 370,000 active;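 active means inhibition above the plate cutoff, the mean of all test compounds on that plate plus 3 SD, cut at about 35% in these data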;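 further: 0% = DMSO alone and 100% = 100 µM mitoxantrone as full dye displacement; higher means more dye released from RNA so lower well fluorescence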
mABHD4 FP: ABHD4 inhibitors, primary screen, biochemical, fluorescence polarization, mouse | 0.54% of 370,000 active | (Lyso)-N-acylphosphatidylethanolamine lipase (Mus musculus), Q8VD66 | purified mABHD4, FP-Rh probe fluorescence polarization | inhibition, % at 8.92 µM;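 active means inhibition exceeding the mean over every tested compound plus 3 SD, cut at about 30% in these data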;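 further: 0% = plate median of compound wells and 100% = S159A mutant with DMSO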
Target sequence (Q8VD66 whole entry, looked up): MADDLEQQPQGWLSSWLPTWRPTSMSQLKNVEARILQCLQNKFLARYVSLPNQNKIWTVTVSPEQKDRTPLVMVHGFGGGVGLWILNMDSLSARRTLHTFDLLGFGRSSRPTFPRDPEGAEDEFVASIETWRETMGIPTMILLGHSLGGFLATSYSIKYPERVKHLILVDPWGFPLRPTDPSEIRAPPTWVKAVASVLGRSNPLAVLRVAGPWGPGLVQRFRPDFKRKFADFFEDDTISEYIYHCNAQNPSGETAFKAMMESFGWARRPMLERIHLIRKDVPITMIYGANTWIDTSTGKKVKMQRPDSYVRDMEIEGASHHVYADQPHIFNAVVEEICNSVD
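Material: mouse ABHD4 enzyme, wild type; Benchmarks: S159A mutant high control, sample median low control; Buffer or medium: HEPES pH 7.0, NaCl, Pluronic buffer; Signal: fluorescence polarization; Read-out: percent inhibition of probe binding, normalized to plate controls; Timing: pre-incubation 45 min, probe exposure 60 min, at 25 °C; Dosing: 8.92 µM, single dose.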
LEDGF integ inh: blockers of LEDGF/p75-dependent integrase strand transfer – biochemical, TR-FRET, high throughput, primary screen; HIV-1 integrase (with human LEDGF/p75); TR-FRET IN-LEDGF/p75 DNA integration, Eu/Cy5; inhibition, % at 3.7 µM; 0.64% of 370,000 active; AID 743269, 2014;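 active means inhibition above the screen-wide mean plus 3 SD, cut at about 13% in these data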;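 further: signal is the Cy5 over europium emission ratio at 671 and 618 nm; 0% = plate median of compound wells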
PRMT1 FP inh: PRMT1 methyltransferase inhibitors, primary screen, biochemical, fluorescence polarization | recombinant PRMT1, activity-based probe fluorescence polarization | inhibition, % at 2.79 µM | 1.3% of 370,000 active | AID 652257, 2013;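 active means inhibition above about 21% made by adding two undisclosed values, limit read from the data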
Target sequence (Q99873 whole entry, looked up): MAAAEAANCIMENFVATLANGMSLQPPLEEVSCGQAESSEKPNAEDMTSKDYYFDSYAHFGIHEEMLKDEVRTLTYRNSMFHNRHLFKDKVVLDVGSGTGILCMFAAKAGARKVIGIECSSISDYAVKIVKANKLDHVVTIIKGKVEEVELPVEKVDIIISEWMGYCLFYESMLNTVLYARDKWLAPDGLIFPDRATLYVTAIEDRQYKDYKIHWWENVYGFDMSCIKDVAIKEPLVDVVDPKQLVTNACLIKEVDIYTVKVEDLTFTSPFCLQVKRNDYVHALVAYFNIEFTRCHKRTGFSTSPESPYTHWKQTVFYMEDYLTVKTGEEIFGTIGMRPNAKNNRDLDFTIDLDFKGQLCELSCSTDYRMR
TCR-CD3 inh: inhibitors of human TCR-CD3 interaction, primary screen, biochemical, fluorescence, TAMRA-labeled TCR probe. 0.37% of 360,000 active. T-cell receptor (TCR). inhibition, % at 9.4 µM; in the data active means inhibition above about 19%;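 further: recombinant mutant TCR 2C K166C tagged with TAMRA read by polarization; 0% = receptor in buffer alone and 100% = receptor with positive control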
HTRA1 inhibitor: HTRA1 serine protease inhibitors, primary screen, biochemical, fluorescence polarization, HTS. recombinant HTRA1, FP-rhodamine activity-based probe. inhibition, % at 5.96 µM. 0.5% of 340,000 active; in the data active means inhibition above about 36%;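 further: 0% = enzyme with DMSO and 100% = wells lacking enzyme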
TDP2 absorb: human TDP2 enzyme inhibitors, primary screen, biochemical, epi absorbance, recombinant enzyme; T5PNP hydrolysis, p-nitrophenol absorbance 415 nm; 0.34% of 370,000 active; inhibition, % at 12.8 µM; AID 720702, 2013;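 active means inhibition above the mean of all tested compounds plus 3 SD, set per campaign, cut at about 25% in these data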;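 further: 0% = DMSO with enzyme and 100% = buffer with substrate but no TDP2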
Target sequence (O95551 whole entry, looked up): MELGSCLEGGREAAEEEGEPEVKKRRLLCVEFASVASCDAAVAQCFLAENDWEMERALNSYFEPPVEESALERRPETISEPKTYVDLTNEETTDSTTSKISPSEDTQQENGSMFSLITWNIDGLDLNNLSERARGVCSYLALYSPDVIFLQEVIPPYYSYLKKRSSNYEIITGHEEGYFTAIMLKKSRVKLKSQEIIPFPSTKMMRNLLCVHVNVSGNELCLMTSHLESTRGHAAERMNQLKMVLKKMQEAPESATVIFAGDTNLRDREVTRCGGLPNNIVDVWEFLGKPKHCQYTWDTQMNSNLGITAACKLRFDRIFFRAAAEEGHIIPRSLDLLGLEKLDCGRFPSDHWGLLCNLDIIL
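System – recombinant human TDP2 · Amount – 120 nM TDP2 per well · Buffer or medium – Mg2+-containing Tris-HCl buffer, pH 7.5 · Reagent – T5PNP substrate, 5 mM · Dosing – 12.8 µM single point, 1% DMSO · Incubation – 2 h at 37 °C · Measured by – epi absorbance · Read-out basis – percent inhibition · Benchmarks – high control without enzyme, low control DMSO plus TDP2 · Repeats – singlicate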
NPR2 activator: human GC-B receptor activators, primary screen, HEK293 GC-B cells, cGMP TR-FRET, EC30 CNP; activation, % at 10 µM; 0.11% of 370,000 active; Atrial natriuretic peptide receptor 2 (Homo sapiens), P20594; 0% at EC30 CNP, 100% saturating CNP; AID 1920062, 2024;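 active means activation at 10 µM reaching about 35% in either raw or pattern-adjusted values, limit read from the data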
MBD2 DNA inh: inhibitors of MBD2 binding to methylated DNA, primary screen, biochemical, TR-FRET, DNA-binding domain, human; inhibition, % at 4.4 µM; MBD2 binding to methylated oligonucleotide; 0.31% of 370,000 active; Methyl-CpG-binding domain protein 2 (Homo sapiens), Q9UBB5; in the data active means inhibition above about 13%
The depositor's hits bear a star; / = no result given. Not all compounds are listed; rates above refer to the full screens.

Start of the listing, in advance (15 entries):
SMILES	SIAE inh	rCAG binder	mABHD4 FP	LEDGF integ inh	PRMT1 FP inh	TCR-CD3 inh	HTRA1 inhibitor	TDP2 absorb	NPR2 activator	MBD2 DNA inh
O=C(Nc1nnc(S(=O)(=O)N2CCN(c3ccc(F)cc3)CC2)s1)c1ccco1	-2	13	2	0	1	6	-1	2	-7	3
Cc1ccc(NC(=O)Nc2nnc(-c3ccncc3)s2)cc1C	-3	60*	-7	3	-2	0	-13	5	4	1
O=C(Nc1nc2c(s1)CN(Cc1ccccc1)CC2)c1c(F)cccc1F	-9	-5	-6	2	-2	6	-17	-16	8	2
C=CCn1c(-c2ccccc2OC)n[nH]c1=S	1	0	0	2	-2	0	5	5	-1	-4
COc1ccc(CCNC(=O)C2=COCCO2)cc1	1	1	-6	-1	-3	-1	2	-4	12	-2
CC(=O)N1CCN(C(=O)c2ccc3oc(CCCc4ccccc4)nc3c2)CC1	-3	-4	1	-7	1	-9	-9	-6	1	-2
Cc1cc(Br)ccc1NC(=O)c1ccco1	-3	10	6	-4	2	-4	1	13	4	2
Cc1ccc(NC(=O)c2cncc(Br)c2)c(O)c1	3	1	1	-2	3	6	-5	2	0	-5
CC(=O)N1CCc2cc(Br)cc(S(=O)(=O)N3CCc4ccccc43)c21	-2	-3	-4	1	-5	-1	3	2	-4	-2
O=C1Nc2ccccc2C1=Nc1ccc(S(=O)(=O)Nc2nccs2)cc1	5	48*	42*	-2	4	11	7	22	-3	-6
Cc1c(NC(=O)CSc2nnc(Nc3ccccc3)s2)c(=O)n(-c2ccccc2)n1C	3	-4	10	-5	1	-1	4	0	0	0
CCN(CC)CCCn1c2c(c(SCC(=O)Nc3ccc(C)c(F)c3)nc1=O)CCC2	-2	-1	-2	4	2	6	-3	6	0	-4
C[C@H](NC(=O)C1CCN(S(=O)(=O)c2ccccc2)CC1)C(=O)NCc1ccccc1	5	-5	3	-1	0	-2	0	-15	2	-3
O=C(NC1CC1)c1ccc(NC(=O)C2CCCC2)cc1	-5	0	4	0	-3	6	1	4	-10	-6
CC(C)(C)n1nnnc1C(c1cccnc1)N1CCN(C2CCCCC2)CC1 (stereo unspecified)	1	-6	0	-1	0	-4	3	-5	-3	1

All compounds of this part, from the start:
SMILES	SIAE inh	rCAG binder	mABHD4 FP	LEDGF integ inh	PRMT1 FP inh	TCR-CD3 inh	HTRA1 inhibitor	TDP2 absorb	NPR2 activator	MBD2 DNA inh
O=C(Nc1nnc(S(=O)(=O)N2CCN(c3ccc(F)cc3)CC2)s1)c1ccco1	-2	13	2	0	1	6	-1	2	-7	3
Cc1ccc(NC(=O)Nc2nnc(-c3ccncc3)s2)cc1C	-3	60*	-7	3	-2	0	-13	5	4	1
O=C(Nc1nc2c(s1)CN(Cc1ccccc1)CC2)c1c(F)cccc1F	-9	-5	-6	2	-2	6	-17	-16	8	2
C=CCn1c(-c2ccccc2OC)n[nH]c1=S	1	0	0	2	-2	0	5	5	-1	-4
COc1ccc(CCNC(=O)C2=COCCO2)cc1	1	1	-6	-1	-3	-1	2	-4	12	-2
CC(=O)N1CCN(C(=O)c2ccc3oc(CCCc4ccccc4)nc3c2)CC1	-3	-4	1	-7	1	-9	-9	-6	1	-2
Cc1cc(Br)ccc1NC(=O)c1ccco1	-3	10	6	-4	2	-4	1	13	4	2
Cc1ccc(NC(=O)c2cncc(Br)c2)c(O)c1	3	1	1	-2	3	6	-5	2	0	-5
CC(=O)N1CCc2cc(Br)cc(S(=O)(=O)N3CCc4ccccc43)c21	-2	-3	-4	1	-5	-1	3	2	-4	-2
O=C1Nc2ccccc2C1=Nc1ccc(S(=O)(=O)Nc2nccs2)cc1	5	48*	42*	-2	4	11	7	22	-3	-6
Cc1c(NC(=O)CSc2nnc(Nc3ccccc3)s2)c(=O)n(-c2ccccc2)n1C	3	-4	10	-5	1	-1	4	0	0	0
CCN(CC)CCCn1c2c(c(SCC(=O)Nc3ccc(C)c(F)c3)nc1=O)CCC2	-2	-1	-2	4	2	6	-3	6	0	-4
C[C@H](NC(=O)C1CCN(S(=O)(=O)c2ccccc2)CC1)C(=O)NCc1ccccc1	5	-5	3	-1	0	-2	0	-15	2	-3
O=C(NC1CC1)c1ccc(NC(=O)C2CCCC2)cc1	-5	0	4	0	-3	6	1	4	-10	-6
CC(C)(C)n1nnnc1C(c1cccnc1)N1CCN(C2CCCCC2)CC1 (stereo unspecified)	1	-6	0	-1	0	-4	3	-5	-3	1
c1ccc(CNc2nc(-c3cccnc3)cs2)cc1	4	1	-3	-2	-1	2	5	-1	-3	-2
CCN(CCCNC(=O)c1c(C)cc(=O)oc1C)c1ccccc1	7	-4	6	0	0	17	2	1	-4	3
CC(C)(C)Nc1c(-c2ccc(O)cc2)nc2ccc(Cl)cn12	4	-3	1	0	-2	4	0	-5	0	5
CCOc1ccc(C2=Nn3c(nnc3-c3ccccc3OC)SC2)cc1	5	-4	-3	-2	-4	4	-24	1	-6	0
Cc1ccc(C2C=C(c3ccccc3)Nc3ncnn32)cc1 (stereo unspecified)	2	0	-3	2	3	4	-10	2	-6	-5
COCCNc1nc(NCc2ccccc2)c2cnn(C)c2n1	1	-6	-4	-5	2	-3	9	-12	7	1
CCOc1cccc(/C=N/NC(=O)c2cc(C3CC3)[nH]n2)c1O	9	-3	-2	-6	1	-7	9	-9	2	-7
N#Cc1ccc(C(C(=O)Nc2ccc3c(c2)OCCO3)n2c(=O)c(-c3ccco3)nc3ccccc32)cc1 (stereo unspecified)	-3	25	-20	5	3	4	/	9	4	-4
CSc1ncccc1C(=O)Nc1ncc(C)s1	10	0	-1	0	-4	0	-1	11	3	5
COc1ccccc1NC(=O)Nc1nnc(Cc2ccccc2F)s1	-1	7	6	2	-3	-2	-15	1	-1	0

Some of these compounds in order of formula weight, ascending.
SMILES	SIAE inh	rCAG binder	mABHD4 FP	LEDGF integ inh	PRMT1 FP inh	TCR-CD3 inh	HTRA1 inhibitor	TDP2 absorb	NPR2 activator	MBD2 DNA inh
Cc1ccc(NC(=O)Nc2nnc(-c3ccncc3)s2)cc1C	-3	60*	-7	3	-2	0	-13	5	4	1
CC(C)(C)n1nnnc1C(c1cccnc1)N1CCN(C2CCCCC2)CC1 (stereo unspecified)	1	-6	0	-1	0	-4	3	-5	-3	1
CC(=O)N1CCN(C(=O)c2ccc3oc(CCCc4ccccc4)nc3c2)CC1	-3	-4	1	-7	1	-9	-9	-6	1	-2

Following part
SMILES	SIAE inh	rCAG binder	mABHD4 FP	LEDGF integ inh	PRMT1 FP inh	TCR-CD3 inh	HTRA1 inhibitor	TDP2 absorb	NPR2 activator	MBD2 DNA inh
Cc1ccc(OCc2cc(C(=O)NCc3ccc(OC(F)(F)F)cc3)no2)cn1	-3	-9	-1	0	-1	0	-5	1	1	1
O=C(N/N=C/c1ccc(F)cc1)c1sccc1OCc1ccc(F)cc1	1	3	-2	5	0	-3	-27	-3	-15	3
CC(=O)N1c2c(cc(Br)cc2S(=O)(=O)N2CCN(c3ccccn3)CC2)CC1C (stereo unspecified)	-6	-3	-3	-2	0	-2	-1	6	-1	2
CC(C)(C)NC(=O)C(c1cccc2ccccc12)n1c(=O)c(-c2ccco2)nc2ccccc21 (stereo unspecified)	0	44*	-14	7	22*	-10	/	10	-9	-5
O=C(C[n+]1ccc(C(=O)NCc2ccccc2)cc1)c1ccc(OC(F)F)cc1	-2	2	3	3	2	9	4	-8	3	0
CC(=O)NC1CC2CCCC(C1)N2Cc1ccc(C)cc1 (stereo unspecified)	0	-3	-5	4	-3	1	-5	2	1	-6
COc1ccccc1C(=O)Nc1ccc(S(=O)(=O)N2CCc3ccccc32)cc1	-24	9	-17	-1	-1	0	-39	6	-5	0
COc1ccc(C(=O)CSc2nnc(-c3cc(C)cc(C)c3)o2)cc1	2	2	-8	1	-2	-4	-4	5	5	-5
O=C(c1ccccc1)N1CCN(CC(O)COCC2CC=CCC2)CC1 (stereo unspecified)	0	-8	0	-2	0	1	1	1	4	0
O=C(c1ccccc1)c1ccc(OCCOCCN2CCN(Cc3ccccc3)CC2)cc1	-4	-9	11	1	-2	1	3	5	-8	-5
O=C(O)c1ccc(CNC(=O)C23CC4CC(CC(C4)C2)C3)cc1	3	0	3	-5	3	-6	-1	-8	7	1
COCCOC(=O)C1=C(C)NC2=C(C(=O)CCC2)C1c1ccc(N(C)C)cc1 (stereo unspecified)	7	-1	-1	1	0	3	-5	10	-1	0
C[C@H](O)C#Cc1ccc2c(c1)O[C@@H](CN(C)C(=O)c1ccncc1)[C@@H](C)CN([C@H](C)CO)S2(=O)=O	4	1	4	-5	3	1	1	9	3	3
COc1ccc(N2CC(C(=O)N/N=C/c3c[nH]c4ccccc34)CC2=O)cc1 (stereo unspecified)	1	1	4	1	-3	0	3	6	-18	3
COc1cccc(CNC(=O)CN2C(=O)COc3ccc(S(=O)(=O)N4CCOCC4)cc32)c1	-3	-3	0	-3	3	0	0	-11	-5	3
CCc1ccc(-c2csc3[n+]2CCN3C(C)=O)cc1	2	5	-13	0	72*	7	-3	9	7	1
Cc1nnc(NC(=O)C2CCN(S(=O)(=O)c3cc([N+](=O)[O-])ccc3Cl)CC2)o1	-1	13	-6	1	10	-3	-8	-10	-8	6
c1cc2c(cc1-c1cnc3n1CCC3)OCCO2	17*	0	0	2	-1	-4	2	-9	7	1
OC(c1ccc(Cl)c(Cl)c1)c1ncc(-c2ccccc2Cl)[nH]1 (stereo unspecified)	-15	4	-23	-1	-1	1	/	1	-3	0
Cc1ccc(C(=O)O/N=C/c2ccc(N(C)C)cc2)cc1	9	1	1	-5	1	2	-4	-1	2	2
CCCn1cc(CN2CCC(Cc3cccc(F)c3)(C(=O)OCC)CC2)c(C)n1	3	-12	10	1	3	-11	-7	-6	-3	5
O=C(c1cnn2c1NC(c1ccc(Br)cc1)CC2C(F)(F)F)N1CCN(C23CC4CC(CC(C4)C2)C3)CC1 (stereo unspecified)	-10	2	-8	1	-2	2	-43	-13	-4	-2
CSc1nc(Cl)c(C#N)c(-c2ccc(C)cc2)n1	-3	6	0	0	1	1	-3	6	1	-3
O=C(N/N=C/c1ccccn1)NC12CC3CC(CC(C3)C1)C2	3	-5	8	3	10	10	/	-2	-4	-1
CC(C)N1Cc2nnn(Cc3ccccc3)c2-c2cc(F)ccc2S1(=O)=O	5	-2	0	6	-2	/	/	1	-1	4
CCOC(=O)C1CCCN(S(=O)(=O)c2ccc(S(N)(=O)=O)cc2)C1 (stereo unspecified)	5	0	3	0	-4	2	2	1	1	4
Nc1nonc1-c1nc2ccccc2[nH]1	-2	4	1	1	-2	2	-1	-9	2	2
